Screens (PubChem BioAssay)
USP1-UAF1 inh = USP1/UAF1 (human) deubiquitinase inhibition. actives 0.23% (n = 390,000). O94782. Potency, µM (top dose mostly 57.1 µM), without a hit: at the highest dose activity change, negative = inhibition, usual class: inhibitors. AID 743255. recombinant USP1/UAF1, Ub-Rhodamine cleavage fluorescence; further: potency means the concentration at half of the fitted maximal effect; on the % scale 0 is the no-effect control and ±100 the full control effect; nearly all actives have a fitted effect of over 60% in size; inactives centre near -12
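High-throughput fluorogenic screen: 1nM USP1/UAF1 complex, Ub-Rho substrate 150nM final, 50mM HEPES pH 7.8 with 0.5mM EDTA, 0.1 mg/ml BSA, 1mM TCEP and 0.01% Tween-20.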
GRP78 ERSR act = induces the endoplasmic reticulum stress response in human glioma cells | U87-MG GRP78 promoter luciferase reporter, 16 h | Potency, µM, inactives show at the top dose activation, most hits filed as activators | actives 0.02% (n = 420,000) | AID 602332; further: potency means the concentration at half of the fitted maximal effect; series mostly up to about 76 µM; % of control where 0% means no effect; nearly all actives have a fitted effect of over 35% in size
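ERSR induction read as luciferase luminescence (Bright-Glo, 10 min at room temperature) in stably transfected human U87-MG glioma cells exposed to compounds for 16 h, using GRP78 as sensor.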
Vif-A3F inh = inhibitors of Vif-A3F interaction; HeLa A3F-eYFP + Vif (tagged APOBEC3F with the HIV-1 protein that degrades it), YFP fluorescence increase; Potency, µM (doses to about 46.1 µM), for inactives: at the highest dose activity, negative = active; actives 0.2% (n = 390,000); AID 602313; further: potency means the concentration at half of the fitted maximal effect; % of control where 0% means no effect; nearly all actives have a fitted effect of over 65% in size
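HeLa cells stably expressing A3F-eYFP plus Vif, plated and incubated overnight at 37 deg C, then exposed to compounds overnight at 37 deg C. Blocked degradation read as raised yellow fluorescence (Ex 488/Em 500-530).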
TrxR1 substrate = substrates of rat thioredoxin reductase 1; O89049; purified TrxR1 substrate turnover, NADPH consumption readout; Potency, µM (highest dose often 114 µM), for the others: at the top dose activity change, negative = substrate turnover; actives 0.01% (n = 390,000); further: potency means the concentration at half of the fitted maximal effect; on the % scale 0 is the no-effect control and ±100 the full control effect; nearly all actives have a fitted effect of over 50% in size
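Rat TrxR1, dispensed at 90 nM, was prereduced with 400 uM NADPH (final) for 5 min at ~22 deg C, then incubated with compound 15 min before 400 uM selenite. A first-read NADPH fluorescence drop versus no-compound background flagged substrates.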
LDHA inh = LDHA (human) enzyme inhibition. P00338. purified LDHA, NADH/diaphorase-resazurin fluorescence; stronger effect = lower value. activity change, % (values are at about 110 or 230 µM). actives 0.15% (n = 480,000); in the data active means activity change below about -30%; inconclusive means mostly about -25% to -30%;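 further: plate controls were DMSO wells for no effect and wells without enzyme for full effect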
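Resorufin fluorescence (ex540/em590), read at 0 and 20 min after diaphorase/resazurin addition, reports the NADH left after a 5 min room-temperature reaction of 2 nM human LDH5 with 0.06 mM NADH and 0.2 mM pyruvate.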
Vif-A3G inh = Vif-A3G binding inhibition; Potency, µM (highest dose often 46.1 µM), for the others: at the top dose activity, negative = active, most hits filed as inhibitors; actives 0.076% (n = 410,000); Q9HC16; HeLa A3G-eYFP + Vif (tagged APOBEC3G with the HIV-1 protein that degrades it), YFP fluorescence, overnight; AID 602310;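 further: potency means the concentration at half of the fitted maximal effect; on the % scale 0 is the no-effect control and ±100 the full control effect; nearly all actives have a fitted effect of over 60% in size; hits raise eYFP signal because A3G escapes Vif-driven loss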
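HeLa cells stably expressing Vif and C-terminally eYFP-tagged A3G, seeded overnight at 37 deg C, then exposed to compound by pintool overnight at 37 deg C. Rise in yellow fluorescence (Ex 488/Em 500-530, Acumen) marks blocked Vif-driven A3G degradation.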
mIDH1 inhibitor = inhibitors of human mutant IDH1 R132H. O75874. IDH1-R132H enzyme, NADPH consumption, diaphorase/resazurin fluorescence. Potency, µM (highest dose often 76.6 µM), without a hit: at the highest dose activity change, negative = inhibition, most hits filed as inhibitors. actives 0.093% (n = 390,000). AID 602179; further: potency means the concentration at half of the fitted maximal effect; on the % scale 0 is the no-effect control and ±100 the full control effect; nearly all actives have a fitted effect of over 65% in size
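IDH1-R132H (0.5 ug/mL dispensed) in pH 7.5 Tris buffer was preincubated 30 min with compound, then given a substrate mix of 0.016 mM NADPH and 2 mM alpha-KG for 80 min at room temperature; remaining NADPH was read by diaphorase/resazurin fluorescence.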
RXFP1 ag = activates the human relaxin receptor RXFP1; Potency, µM (titrated, usually from 57.5 µM), for the others: at the highest dose activation, usual class: activators; Q9HBX9; HEK293T-RXFP1 cAMP TR-FRET, 30 min; response scale: percent of porcine relaxin response, buffer zero; AID 2676; actives 0.3% (n = 370,000); further: potency means the concentration at half of the fitted maximal effect; on the % scale 0 is the no-effect control and ±100 the full control effect; nearly all actives have a fitted effect of over 60% in size; many of its hits are not listed in these tables
Target sequence (Q9HBX9 whole entry, looked up): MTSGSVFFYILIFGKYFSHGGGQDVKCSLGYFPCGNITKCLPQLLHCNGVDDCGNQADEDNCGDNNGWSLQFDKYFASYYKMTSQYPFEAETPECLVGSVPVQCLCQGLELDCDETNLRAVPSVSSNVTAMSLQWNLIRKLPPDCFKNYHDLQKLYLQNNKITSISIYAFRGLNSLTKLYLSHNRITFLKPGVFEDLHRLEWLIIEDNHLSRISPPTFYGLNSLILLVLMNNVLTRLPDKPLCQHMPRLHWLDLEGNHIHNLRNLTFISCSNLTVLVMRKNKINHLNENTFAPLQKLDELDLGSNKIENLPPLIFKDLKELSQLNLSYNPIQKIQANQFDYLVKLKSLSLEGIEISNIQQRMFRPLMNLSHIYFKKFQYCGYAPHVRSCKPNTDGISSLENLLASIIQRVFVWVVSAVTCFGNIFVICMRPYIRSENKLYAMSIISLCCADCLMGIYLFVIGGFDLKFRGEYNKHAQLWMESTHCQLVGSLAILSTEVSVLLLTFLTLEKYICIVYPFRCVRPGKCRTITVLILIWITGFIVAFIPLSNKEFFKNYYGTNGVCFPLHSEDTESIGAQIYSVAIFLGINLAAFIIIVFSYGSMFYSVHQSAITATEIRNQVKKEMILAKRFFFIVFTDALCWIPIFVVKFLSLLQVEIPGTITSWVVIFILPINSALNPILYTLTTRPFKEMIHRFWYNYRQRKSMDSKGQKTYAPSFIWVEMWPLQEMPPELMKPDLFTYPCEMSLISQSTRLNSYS
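HEK293T cells stably expressing RXFP1 were pretreated with the PDE4 inhibitor Ro 20174, exposed to compounds for 30 min at 37C, lysed, and cAMP was read by TR-FRET. Data normalized to buffer (basal) and 29 nM porcine relaxin (100%).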
PI4K2A inh = inhibitors of human PI4K2A; Q9BTU6; purified PI4K2A, ADP-Glo luminescence, 1 h; stronger effect = lower value; activity change, negative = inhibition, % at 76.9 µM; actives 0.13% (n = 420,000); in the data active means activity change below about -50%; inconclusive means mostly about -30% to -49%;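 further: -100% = wells without enzyme as full effect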
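Compounds are screened against recombinant PI4K2A using PI as substrate and ATP, the latter dispensed at 300 microM. Reactions run one hour at ambient temperature before ADP-Glo detection; full inhibition defined by wells lacking enzyme.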
* hit, by the source's call; ? = inconclusive; nt = no result given; & = joins results of further samples; [ ] = another dose, or the depositor's remark. Unless noted, the call rests on the fitted dose curve; in most records, active means well fitted curve in the direction sought with a large enough effect; inconclusive means small, poorly fitted or top-dose-only effect, or another doubt; inactive means no such curve, though single readings can be large; an effect the other way counts as inactive or inconclusive. This is a subset; rates above refer to the full screens.

mol	PI4K2A inh	TrxR1 substrate	LDHA inh	Vif-A3F inh	Vif-A3G inh	USP1-UAF1 inh	GRP78 ERSR act	mIDH1 inhibitor	RXFP1 ag
Cc1nc(CC(=O)Nc2nc(-c3ccccc3)cs2)cs1	3	-1%	-5	-10%	5%	-9%	7%	4%	-1.3%
Cc1ccc(OCCCC(=O)Nc2nccs2)cc1	10	7%	-1	-11%	2%	-9%	5%	2%	1.2%
C#CCOCCOCCOCCNc1nc(N2CCN(C(=O)CCCCCCCCCCNC(=O)[C@H](CO)n3cc(CCCSC)nn3)CC2)nc(N2CCN(C(=O)CCCCCCCCCCNC(=O)[C@H](CO)n3cc(CCCSC)nn3)CC2)n1	-4	2%	7	-7%	2%	-21%	-1%	20%	-0.4%
C#CCOc1ccc2c3c(c(=O)oc2c1)CCCC3	-16	64%[activator]	-1	7%	-6%	-10%	2%	3%	0.9%
Cc1ccc(CC(=O)NCCCn2ccnc2)cc1	-4	-3%[57.1 µM]	-6	4%	0%	-20%	12%	3%	1.7%
NNC(=O)c1ccccc1OCCOc1ccccc1	1	7%	-5	-1%	-2%	-19%	16%	2%	-2.3%
CC(C)c1ccccc1NC(=O)CSc1nnc(COc2ccccc2)o1	-1	-4%	4	1%	-2%	-11%	-4%	14%	3.9%
O=C(N/N=C\c1ccc(Cl)cc1Cl)c1sccc1-n1cccc1	-3	8%[57.1 µM]	-6	-12%	-4%	?	1%	2%	-0.3%
CNS(=O)(=O)c1cc(NC(=O)c2cccc3cccnc23)ccc1C	-3	-1%	-7	15%	-8%	-23%	-2%	6%	-0.8%
Cc1ccc(-c2nc3c(Cl)cc(C(F)(F)F)cn3c2Cc2ccccc2)cc1	-6	nt	-1	nt	-6%	nt	-1%	nt	nt
O=C(Cc1cccc(NC(=O)C2CCN(C(=O)CCc3ccccc3)CC2)c1)Nc1cccc(C(=O)N2CCCCC2)c1	-1	0%	-5	4%	-4%	-10%	-2%	-3%	nt
COc1ccc(-c2c(=O)n(OC)c3ccccc3[n+]2[O-])cc1OC	-6	-5%	2	?	0%	-12%	7%	0%	1.3%
CC(=O)Nc1ccc(S(=O)(=O)N2CCN(C(=O)N3CCOCC3)CC2)cc1	2	-4%	-6	1%	-4%	-8%	0%	-1%	-0.7%
CN(CC(=O)Nc1ccccc1F)S(=O)(=O)c1ccc2c(c1)c(=O)n(C)c(=O)n2C	-3	7%	-2	-10%	2%	-9%	-2%	-6%	5.7%
CCCCOc1ccc(C(=O)N/C(=C/C=C/c2ccccc2)C(=O)O)cc1	-1	-10%	-3	-15%	-7%	-14%	4%	-1%	-0.9%
Cc1ccc(C(=O)c2ccc(N3CCN(C)CC3)c([N+](=O)[O-])c2)cc1	5	-12%	1	-10%	1%	-8%	-1%	5%	0.0%
Cc1ccc(NC(=O)c2ccco2)c(NC(=O)Cc2cccs2)c1	0	6%	8&-9	-1%	2%	-14%	-3%	7%	0.2%
Fc1ccc(NC(=S)NC2CCN(Cc3ccccc3)CC2)cc1	18	6%	-2	2%	0%	-18%	-4%	12%	0.3%
CC(=O)Nc1ccc(NC(=O)CN(c2ccc(C(C)C)cc2)S(=O)(=O)c2ccccc2)cc1	-1	3%[57.1 µM]	-10	2%	-7%	-8%	-3%	5%	-0.2%
Cc1cccc(N(CC(=O)Nc2ccccc2F)S(C)(=O)=O)c1	-7	9%	-16	1%	0%	-14%	-1%	2%	3.0%
O=C1N[C@@H](Cc2ccccc2)C(=O)N2[C@H]1C[C@]1(Br)c3ccccc3N(S(=O)(=O)c3ccccc3)[C@H]21	2	7%	3	-4%	1%	-32%	-3%	9%	-0.5%
O=C(c1ccco1)N1CCN(C(=O)c2cn(-c3ccccc3)nc2-c2ccc(F)cc2)CC1	-4	-8%	-2	4%	-9%	-6%	0%	2%	0.9%
COCCNC(=O)CSc1nc2ccccc2c2nc(C)nn12	4	-2%	-2	5%	1%	-10%	-5%	5%	5.0%
Cc1nc2cc(NC(=O)N3CCN(c4ccccn4)CC3)ccc2o1	0	23%	6	3%	1%	-8%	-2%	7%	1.5%
C=CCn1c(SCc2nc3ccccc3c(=O)[nH]2)nc2ccccc2c1=O	10	18%	-6	1%	?	-7%	-7%	1%	2.8%
COc1ccc(OCc2nc(C#N)c(NCCCn3ccnc3)o2)cc1	4	-13%[57.1 µM]	-2	4%	4%	-7%	-1%	6%	-1.2%
O=C(CSc1ccc2nnc(-c3cccnc3)n2n1)N1CCOCC1	-2	36%	0	0%	0%	?	-2%	11%	?
Clc1ccc(OCc2nc3ccccc3n2Cc2ccccc2)c(Cl)c1	1	7%	-5	-3%	1%	-25%	2%	-6%	1.4%
O=C(O)c1ccc(C(=O)C(=O)c2ccccc2)cc1	-23	2%	-8	7%	1%	-15%	-3%	2%	6.8%
O=C(CN(Cc1ccccc1)S(=O)(=O)c1ccc(F)cc1)NCCC1=CCCCC1	4	-3%	4	-2%	3%	?	-2%	7%	0.1%
Cc1cc2nc(NC(=O)C3(C)CCN(C)C3)[nH]c2cc1C (configuration not stated)	-7	nt	-1	nt	1%	nt	0%	nt	nt
COc1ccc(C(=O)N2CCCC(C)(C(=O)NS(=O)(=O)C3CC3)C2)cc1 (configuration not stated)	1	nt	-4	nt	1%	nt	-2%	nt	nt
O=C(CCC(=O)Nc1nnc(C2CCCCC2)s1)Nc1ccccc1	2	-6%	-1	1%	3%	-16%	0%	0%	2.6%
S=C(N/N=C/c1ccc(Cl)c(Cl)c1)Nc1ccccc1Cl	3	-12%	-6	4%	-15%	-4%	0%	-5%	-3.3%
CC(C)Cc1nnc(NC(=O)CCC(=O)N2CCC(C)CC2)s1	1	9%	-3	2%	-1%	-22%	-4%	4%	2.6%
COCCNC(=O)Cn1c(=O)n(CCCCCC(=O)NCc2ccccc2Cl)c(=O)c2sccc21	1	0%	-2	0%	2%	-23%	-4%	10%	4.5%
c1ccc(-c2cnc(-c3ccccc3)nn2)cc1	-27	3%	-9	-2%	4%	-7%	-5%	4%	nt
COc1ccc(C(O)c2nc(-c3ccccc3OC)cs2)cc1 (configuration not stated)	4	nt	-4	nt	-2%	nt	-1%	nt	nt
N#Cc1ccccc1S(=O)(=O)N1CCC(C(=O)NCc2ccccc2CN2CCCC2)CC1	-1	-2%	-12	2%	-6%	-2%	-5%	-14%	-0.6%
O=C(NCCCN1CCN(CCCNC(=O)c2ccccc2F)CC1)c1ccccc1F	0	18%[57.1 µM]	0	-2%	1%	-8%	0%	11%	0.0%
CN(Cc1ccccc1)c1ccc(/C=C/c2ccnc3ccccc23)cc1	nt	-9%	-2	nt	?	nt	3%	nt	nt
Cc1onc(-c2c(Cl)cccc2Cl)c1C(=O)N1CCN(Cc2ccccc2)CC1	-2	-7%[57.1 µM]	-4	-8%	1%	-3%	-5%	5%	7.2%
Cc1cc(C)cc(Oc2ccccc2/C=C\C(=O)O)c1	0	8%[57.1 µM]	0	-1%	-9%	-3%	-1%	1%	-0.2%
Cc1ccc(C(C)C)c(OCC(=O)N2CCC(c3nc4ccccc4o3)CC2)c1	-1	-3%	5&4	1%	-5%	-18%	-6%	0%	2.1%
O=C1c2ccccc2-c2nnc(-c3ccc(F)cc3)cc21	-23	-4%	23	6%	-5%	-25%	-4%	-3%	0.3%
CCCNc1nc(C)nc2c1cnn2CCc1ccccc1	1	-7%	-9	-8%	5%	2%	6%	10%	1.5%
Cc1cccc(C2c3[nH]c4ccccc4c3CCN2Cc2ccc(C)s2)n1 (configuration not stated)	1	6%	2	5%	2%	-23%	-3%	-5%	0.2%
O=C(Nc1ccc(N2CCN(C(=O)c3ccco3)CC2)cc1)c1cccc(F)c1	-1	6%	-4	-2%	-15%	-22%	-3%	8%	2.2%
Cc1ccc(S(=O)(=O)N2CCCCC2)cc1NC(=O)COc1ccccc1F	2	-3%	-11	15%	3%	-14%	-7%	15%	0.4%
CCC(C)C1NC(=S)N(Cc2ccccc2)C1=O (configuration not stated)	-10	3%[57.1 µM]	0	-9%	2%	5%	-5%	-2%	-0.1%
CCN(CC)CCN(C(=O)c1ccco1)c1nc2c(C)c(C)ccc2s1	-1	-4%	-5	-3%	4%	-21%	-2%	5%	-1.2%
COc1ccccc1NC(=O)c1c(Nc2ccccc2F)sc(C(=O)Nc2cccc(Cl)c2)c1N	5	-5%	-11	2%	-10%	-7%	-3%	-7%	0.6%
COc1ccc(C(=O)C[n+]2cccc(Br)c2)cc1	-4	6%[57.1 µM]	-1	0%	0%&0%	-5%	-3%&7%	4%	1.7%
CCOCCCNS(=O)(=O)c1ccc(NC(=O)c2ccc(OC)c([N+](=O)[O-])c2)cc1	1	-20%[11.4 µM]	-1	-3%	-3%	-3%	0%	9%	2.0%
Cn1c2ccccc2c2cc(/C=N/NC(=O)c3ccc(N)cc3)ccc21	2	37%[activator]	-1	-10%	-23%	?	-1%	0%	4.8%
CCOc1ccc(-c2c(C)nn3c(C)c(C(=O)NCc4ccc(C)o4)cnc23)cc1OCC	-1	-13%[57.1 µM]	-3	nt	nt	10%	nt	nt	-0.8%
